M1 antag: blocks human M1 muscarinic receptor | P11229 | CHO-K1 hM1, Fluo-8 calcium fluorescence, ACh EC80 antagonist | inhibition, % at 3 µM | hit rate 1.3% among 360,000;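 active = percent inhibition above its own plate's cutoff, namely the mean of that plate's compound wells plus 3 SD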;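 note: peak over basal fluorescence ratio during 140 s after agonist addition; 0% = ACh EC80 plus DMSO and 100% = DMSO alone without agonist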
OXTR ag: agonists of human oxytocin receptor | CHO-OTR cells, Fluo-8 calcium fluorescence; normalized: DMSO 0%, oxytocin 100% | activation, % at 3 µM | hit rate 0.32% among 320,000 | AID 2435;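 active = activation above the mean of all tested compounds plus 3 SD, cutoff set per screening run, cut at about 20% in these data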;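 note: peak over basal fluorescence ratio from a 100 s FLIPR kinetic read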
Target sequence (P30559 whole entry, looked up): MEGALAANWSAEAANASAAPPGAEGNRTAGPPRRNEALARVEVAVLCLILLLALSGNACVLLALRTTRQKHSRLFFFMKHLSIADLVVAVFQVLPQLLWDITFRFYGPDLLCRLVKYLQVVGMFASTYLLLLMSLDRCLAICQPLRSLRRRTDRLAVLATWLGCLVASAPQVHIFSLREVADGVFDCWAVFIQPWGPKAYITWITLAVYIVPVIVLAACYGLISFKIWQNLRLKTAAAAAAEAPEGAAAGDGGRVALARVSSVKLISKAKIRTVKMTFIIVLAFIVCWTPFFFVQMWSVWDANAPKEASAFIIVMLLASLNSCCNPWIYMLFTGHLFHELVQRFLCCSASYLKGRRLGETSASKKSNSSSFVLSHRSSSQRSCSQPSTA
OXTR potentiator: potentiators of human oxytocin receptor; P30559; CHO-OTR cells, Fluo-8 calcium fluorescence, potentiator mode; 0% = oxytocin EC15, 100% = EC100; activation, % at 3 µM; hit rate 0.061% among 320,000; AID 2445;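 active = activation above that plate's cutoff, the mean activation of tested compounds plus 3 SD, cut at about 6.6% in these data, passing the limit was not always enough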;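 note: 100% uses oxytocin at 75 nM as the full agonist control; some results filed as inactive read as strong as hits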
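Measured by – Fluo-8 calcium dye fluorescence · Test system – human OTR in CHO cells · Dosing – one concentration, 3.0 µM compound · Controls – EC15 oxytocin alone as 0%, 75 nM oxytocin as 100% · Evaluation – normalized max/min fluorescence ratio, % activation · Timing – 6 min pre-incubation, 100 s read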
TAAR1 antag: human TAAR1 antagonism; hit rate 1.5% among 360,000; Q96RJ0; AID 624466; inhibition, % at 3 µM; CHO RD-HGA16 TAAR1, Fluo-8 calcium fluorescence, antagonist;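 active = inhibition above a per-plate cutoff, the mean inhibition of test compounds on that plate plus 3 SD, cut at about 49% in these data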;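 note: 0% = DMSO plus EC80 beta-PEA response and 100% = DMSO alone without agonist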
Target sequence (Q96RJ0 whole entry, looked up): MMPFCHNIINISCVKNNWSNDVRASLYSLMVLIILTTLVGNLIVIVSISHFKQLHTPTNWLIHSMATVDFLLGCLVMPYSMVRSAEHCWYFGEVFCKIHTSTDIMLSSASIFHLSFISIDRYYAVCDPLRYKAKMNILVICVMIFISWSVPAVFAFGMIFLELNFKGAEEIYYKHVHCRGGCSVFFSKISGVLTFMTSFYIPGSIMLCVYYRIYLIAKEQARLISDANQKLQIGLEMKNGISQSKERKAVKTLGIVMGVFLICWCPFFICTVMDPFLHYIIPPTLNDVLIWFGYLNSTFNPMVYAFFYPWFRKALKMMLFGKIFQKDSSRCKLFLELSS
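Test system – hTAAR1-expressing CHO RD-HGA16 cells, Gα16-coupled · Reagent – β-PEA at EC80 concentration, post-compound challenge · Compound dosing – 3 µM, single point · Timing – 140 s kinetic read after compound, 140 s after agonist · Detection – Fluo-8 intracellular calcium dye fluorescence, real-time kinetic reads · Control set – DMSO and EC80 PEA controls · Repeats – n of 1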
TAAR1 ag: human TAAR1 agonism; hit rate 0.99% among 360,000; AID 624467; Q96RJ0; CHO RD-HGA16 TAAR1, Fluo-8 calcium fluorescence; vehicle wells 0%, saturating PEA agonist 100%; activation, % at 3 µM;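 active = activation above the mean activation of all test compounds in the run plus 3 SD, cut at about 38% in these data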
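Assay system: CHO-derived RD-HGA16 cells with stable Gα16 and human TAAR1; timing: 17-24 h seeding, 75 min 37 °C dye, 30 min RT; read-out: % activation from peak over basal fluorescence ratio, DMSO-to-PEA scaled; measured by: kinetic Fluo-8 calcium fluorescence; benchmarks: low control DMSO, high control PEA (EC100); doses: 3 µM single concentration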
CHO parental Ca: counter-screen for OX1R antagonists: effect in parental CHO cells. hit rate 0.63% among 330,000. inhibition, % at 5.6 µM. parental CHO-K1, ATP-induced calcium, Fluo-8 fluorescence;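 active = inhibition above that plate's mean sample inhibition plus 3 SD, cut at about 26% in these data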;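 note: 0% = ATP-challenged DMSO wells and 100% = DMSO wells without ATP; some compounds past the cut are filed as inactive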
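Test system: untransfected parental CHO cell line. Compound: one dose, 5.6 µM nominal. Detection: intracellular calcium via Fluo-8 no-wash fluorescent dye. Measure: % inhibition. Benchmarks: ATP-challenged DMSO wells low, unchallenged DMSO wells high.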
M1 PAM: potentiates human M1 receptor response to acetylcholine; P11229; CHO-K1 hM1, Fluo-8 calcium fluorescence, ACh EC20; 0% = ACh EC20, 100% = maximal ACh; activation, % at 3 µM; hit rate 0.088% among 360,000; AID 588819; in the data active = activation above about 19%, passing the limit was not always enough
CHRM1 agonist: activates human CHRM1 receptor. CHO-K1 hM1, Fluo-8 calcium fluorescence, agonist mode; 0% DMSO, 100% acetylcholine EC100. activation, % at 3 µM. hit rate 0.33% among 360,000. AID 588814;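 active = activation above the run's mean compound activation plus 3 SD, cut at about 16% in these data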;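 note: peak over basal fluorescence ratio within a 140 s kinetic read after compound addition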
V1R ag counter: activates human V1a receptor in oxytocin agonist counter-screen | P37288 | CHO-V1R cells, Fluo-8 calcium fluorescence, agonist mode; 0% DMSO, 100% 3 nM vasopressin | activation, % at 3 µM | hit rate 0.25% among 320,000;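 active = activation above the mean activation of all tested compounds plus 3 SD, per screening run, cut at about 20% in these data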;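 note: signal is peak over basal fluorescence ratio across a 100 second FLIPR read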
* marks the source's active call; other numbers are inactive results; . = no result given.

no. | mol | M1 antag | OXTR ag | OXTR potentiator | TAAR1 antag | TAAR1 ag
1 | CCOC(=O)C1C(=O)C=C(C)C(C(=O)OCC)C1c1cccc([N+](=O)[O-])c1 (stereo not drawn) | -6 | -0.3 | 0 | -2 | 1
2 | Cc1ccc(C(=O)N/C(=C\c2ccc3c(c2)OCO3)C(=O)N2CCOCC2)cc1 | 8 | 0.3 | -8 | -15 | 5
3 | CCOC(=O)CSc1nnc(NC(=O)c2cc([N+](=O)[O-])cc([N+](=O)[O-])c2)s1 | -4 | -0.2 | -8 | 4 | 3
4 | COc1cccc(-n2cnc3sc4c(c3c2=O)CCC4)c1 | 6 | -3.0 | -7 | -15 | -1
5 | COc1ccc(C(CNC(=O)CNS(=O)(=O)c2ccc(NC(C)=O)cc2)N2CCOCC2)cc1 (stereo not drawn) | -2 | -0.4 | -2 | -31 | 3
6 | COc1ccccc1CNC(=O)CN1C(=O)COc2ccc(S(=O)(=O)N3CCCCC3)cc21 | 13 | -2.4 | 6 | 10 | -1
7 | COc1cccc(OCC(O)CNC(C)c2ccccc2)c1 (stereo not drawn) | -9 | 3.8 | -8 | -22 | 5
8 | C=CCOc1ccc(CN(C)C(=O)CNC(=O)c2ccc(-c3ccccc3)cc2)cc1 | 14 | 1.8 | -8 | -10 | -2
9 | Cc1nnc(SCc2ccccc2)nc1-c1ccccc1 | 12 | -1.8 | -12 | 13 | 0
10 | O=[N+]([O-])c1ccc(Cl)c(S(=O)(=O)Nc2ccc3cn[nH]c3c2)c1 | -4 | 1.3 | -3 | -3 | 0
11 | CCC1(c2ccc(C)cc2)NC(=O)N(CC(=O)Nc2cccc(S(=O)(=O)N3CCCC3)c2)C1=O (stereo not drawn) | 4 | 2.5 | -3 | 14 | 19
12 | O=C(COc1ccc([N+](=O)[O-])cc1)Nc1nnc(-c2cccnc2)s1 | -2 | 2.7 | -2 | -14 | 6
13 | CCSC1=C(C#N)C(c2ccc(Cl)cc2)C2=C(CCCC2=O)N1 (stereo not drawn) | 8 | 0.5 | 8 | 1 | 6
14 | COc1ccc(C)cc1S(=O)(=O)Nc1ccncc1 | -4 | 0.9 | -1 | -15 | 3
15 | CCn1c(-c2ccc(Cl)cc2)n[nH]c1=S | -3 | 0.7 | -4 | 6 | 4

no. | CHO parental Ca | M1 PAM | CHRM1 agonist | V1R ag counter
1 | -12 | 1 | -3 | -0.9
2 | -14 | 1 | -1 | 1.6
3 | -19 | 5 | -4 | 0.8
4 | -12 | -2 | -3 | -0.5
5 | 5 | 4 | -4 | -0.1
6 | -24 | -7 | -6 | -1.2
7 | -27 | 6 | 0 | 2.8
8 | 17 | -13 | -7 | 5.8
9 | -8 | -7 | -7 | -0.1
10 | -10 | 3 | 0 | 0.8
11 | -11 | 8 | -6 | 1.5
12 | -7 | 5 | 4 | 1.7
13 | -4 | -1 | -4 | 0.8
14 | 1 | 6 | -1 | 1.1
15 | -2 | 8 | -3 | 0.1

(next part)
no. | mol | M1 antag | OXTR ag | OXTR potentiator | TAAR1 antag | TAAR1 ag
16 | COc1cc(-c2n[nH]c(=S)n2-c2ccccc2C(F)(F)F)cc(OC)c1OC | 2 | 4.4 | -13 | 5 | 14
17 | CCn1c(=O)cc(SCC(=O)N2CCCCC2)c2ccccc21 | -7 | -0.1 | 1 | 3 | 3
18 | CC1Cc2ccccc2N1C(=O)CNc1cccc(S(=O)(=O)N2CCCC2)c1 (stereo not drawn) | 10 | -0.2 | -5 | 7 | 5
19 | CN(C)/N=C/c1c(O)ccc2ccccc12 | 3 | -2.2 | -2 | 6 | 9
20 | Cc1nc(SCc2c(F)cccc2Cl)n[nH]1 | -14 | -0.2 | -1 | 3 | 3
21 | CCN(CC)c1ccc(/C=C/C(=O)c2cccnc2)cc1 | -2 | -0.1 | -6 | -20 | 0
22 | OC(c1ccccc1)c1nc(-c2ccccc2)cs1 (stereo not drawn) | -10 | . | . | -29 | 4
23 | CC(=O)N1CCN(c2ccc(NCc3ccc(C(C)C)cc3)cc2)CC1 | -9 | 9.5 | -16 | 4 | 19
24 | COc1ccc2oc(=O)c(C(=O)Nc3cccc(C(C)=O)c3)cc2c1 | -3 | -0.5 | -10 | 25 | 6
25 | O=C(CCNC(=O)c1ccccc1Cl)Nc1ccc2c(c1)OCO2 | 8 | 0.1 | -3 | -11 | 3
26 | CC(C)NS(=O)(=O)c1cccc2nsnc12 | -27 | 0.1 | -5 | -11 | 3
27 | COCCCNC(=O)c1ccccc1Oc1ccccc1 | -29 | -1.5 | -6 | 8 | 5
28 | Cc1ccccc1Nc1nnc(-c2ccc(C(=O)NCCO)cc2)c2ccccc12 | -11 | 0.1 | -14 | 8 | 2
29 | COc1ccc(N/N=C(/C)c2cnnc(-c3ccccc3)n2)cc1 | -1 | -0.1 | -2 | 2 | 3
30 | Cc1cccc(-n2c(Cc3ccccc3)n[nH]c2=S)c1 | -7 | 0.7 | -4 | 9 | 4

no. | CHO parental Ca | M1 PAM | CHRM1 agonist | V1R ag counter
16 | -15 | -1 | 4 | 16
17 | -21 | 3 | -4 | 0.7
18 | -13 | -11 | -5 | 0.1
19 | -16 | 2 | -4 | -0.9
20 | -5 | 6 | -2 | 0.2
21 | -12 | 12 | 2 | 0.7
22 | . | 6 | -4 | .
23 | -19 | 6 | -2 | 5.6
24 | -13 | 5 | -1 | 1.0
25 | -9 | 3 | -3 | 0.4
26 | -4 | 16 | 12 | 0.7
27 | -6 | 10 | -3 | -0.2
28 | -17 | 14 | 2 | 1.0
29 | 1 | 4 | 0 | 0.1
30 | -11 | 11 | -9 | 0.6

(listing goes on)
no. | mol | M1 antag | OXTR ag | OXTR potentiator | TAAR1 antag | TAAR1 ag
31 | CN(C1CCCCC1)S(=O)(=O)c1ccc2c(c1)c(=O)c(C(=O)NCCN1CCCC1)cn2C | -13 | 0.2 | -5 | -23 | 2
32 | Cc1sc2ncnc(NCc3cccnc3)c2c1C | 4 | 6.2 | -12 | -20 | 12
33 | O=C(O)c1nn2cc(CCO)cnc2c1Cl | -14 | 2.8 | -3 | -6 | 7
34 | O=S(=O)(c1ccccc1)N1CCN(c2nc(-c3cccs3)nc3ccccc23)CC1 | . | -1.0 | -6 | . | .
35 | COc1ccccc1C(=O)Oc1ccc(C(C)C)cc1 | -17 | -0.9 | -7 | 33 | 4
36 | O=C(O)CCC(=O)N1N=C(c2c(-c3ccccc3)c3cc(Cl)ccc3[nH]c2=O)CC1c1ccccc1 (stereo not drawn) | 5 | -0.3 | -1 | 3 | 0
37 | O=C(O)c1nccnc1C(=O)NCCc1c[nH]c2ccccc12 | -10 | 0.3 | -2 | -15 | 15
38 | COc1cccc(NC(=O)C2C3C=CC(C3)C2C(=O)O)c1 (stereo not drawn) | -3 | -0.2 | 0 | -17 | 4
39 | O=c1c(Cl)c(NCc2ccc(F)cc2)cnn1C12CC3CC(CC(C3)C1)C2 | -1 | -2.1 | -7 | -4 | 12
40 | O=C(c1ccc2nccnc2c1)N1CCCC(N2CCN(c3ccc(F)cc3)CC2)C1 (stereo not drawn) | -9 | -0.8 | -7 | 14 | 0
41 | COc1ccc(-n2c(SCC(=O)NCC3CCCO3)nc3c([nH]c4ccccc43)c2=O)cc1 (stereo not drawn) | -16 | 2.8 | 3 | -4 | 0
42 | O=C(CCC(=O)c1cccs1)NCc1ccccc1Cl | -13 | 0.1 | 10 | 4 | -1
43 | O=c1c(Oc2ccccc2F)coc2cc(OCc3cnn(-c4ccccc4)c3)ccc12 | 5 | -0.5 | -3 | 5 | 1
44 | COc1ccc(-c2csc(N(CCCN(C)C)C(=O)c3ccccc3C)n2)cc1 | 14 | 7.9 | -2 | 1 | 5
45 | CC1(C)OC(=O)C(=CNC(Cc2c[nH]c3ccccc23)C(=O)O)C(=O)O1 (stereo not drawn) | -6 | 0.2 | 0 | -13 | 0

no. | CHO parental Ca | M1 PAM | CHRM1 agonist | V1R ag counter
31 | -3 | 4 | -14 | -0.1
32 | -3 | -6 | -4 | 7.5
33 | 4 | 14 | -7 | 1.0
34 | -8 | . | . | 0.8
35 | -10 | 1 | -6 | -0.1
36 | -3 | 3 | -8 | 1.6
37 | -2 | 11 | -1 | 0.8
38 | 19 | 3 | -4 | 1.1
39 | -16 | 4 | -9 | 3.0
40 | -20 | 7 | -4 | 2.0
41 | -10 | 9 | -4 | 5.0
42 | -10 | 4 | -2 | 1.0
43 | 3 | -1 | -7 | -0.1
44 | -13 | -16 | -9 | 4.4
45 | -2 | 9 | -5 | 0.8

As a short view, part of the list above:
no. | mol | M1 antag | OXTR ag | OXTR potentiator | TAAR1 antag | TAAR1 ag
42 | O=C(CCC(=O)c1cccs1)NCc1ccccc1Cl | -13 | 0.1 | 10 | 4 | -1
43 | O=c1c(Oc2ccccc2F)coc2cc(OCc3cnn(-c4ccccc4)c3)ccc12 | 5 | -0.5 | -3 | 5 | 1
44 | COc1ccc(-c2csc(N(CCCN(C)C)C(=O)c3ccccc3C)n2)cc1 | 14 | 7.9 | -2 | 1 | 5
45 | CC1(C)OC(=O)C(=CNC(Cc2c[nH]c3ccccc23)C(=O)O)C(=O)O1 (stereo not drawn) | -6 | 0.2 | 0 | -13 | 0

no. | CHO parental Ca | M1 PAM | CHRM1 agonist | V1R ag counter
42 | -10 | 4 | -2 | 1.0
43 | 3 | -1 | -7 | -0.1
44 | -13 | -16 | -9 | 4.4
45 | -2 | 9 | -5 | 0.8

Later entries
no. | mol | M1 antag | OXTR ag | OXTR potentiator | TAAR1 antag | TAAR1 ag
46 | Cc1cccc(NC(=S)NC(=O)CC2CC(C)(C)OC2=O)c1 (stereo not drawn) | -6 | -1.4 | -4 | -7 | 2
47 | Cc1nc2ncnn2c(N2CCN(C(=O)Cc3cccs3)CC2)c1C | 26 | 0.1 | -6 | 13 | 0
48 | CCOC(=O)C1=CCN(S(=O)(=O)c2ccccc2C)C1c1cccc(F)c1 (stereo not drawn) | 1 | . | . | 21 | 2
49 | Cc1nc2c(sc3nc(N4CCOCC4)c4c(c32)CC(C)(C)OC4)c(-c2ccc(Cl)cc2)c1C(=O)O | -2 | -0.6 | -14 | -32 | 0
50 | Cn1ccc2cc(OCc3ccccc3)ccc21 | -19 | . | . | -10 | 7

no. | CHO parental Ca | M1 PAM | CHRM1 agonist | V1R ag counter
46 | -8 | 4 | -9 | -0.6
47 | -2 | -13 | -8 | 0.5
48 | . | -4 | -11 | .
49 | -23 | 2 | -2 | 0.2
50 | . | 9 | 0 | .

An unsorted share of the library (roughly 3.7% active in at least one column).
